# From PubChem BioAssay
# trophozoite growth: anti-Giardia activity of synthetic compounds – Compounds Australia Scaffold Library subset, 24/48 h, primary screen (AID 1794835); stronger effect = higher value; inhibition, % at 10 µM; hit rate 2% among 2,500; in the data active = inhibition mostly above about 45%, no sharp cut-off; inactive = mostly below about 37%;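 note: 0% = parasite counts in DMSO vehicle wells; trophozoite growth inhibition read by imaging counts at 24 h; calls made by hand needing about 50% inhibition in two separate runs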
# The depositor's hits bear a star; i = inactive. These rows are one share of the data; count on the stated rates, not on these rows.
# The opening two entries, to show the layout:
SMILES,trophozoite growth
CNC1(c2nnnn2-c2ccc(OC)cc2)CCCCC1,11.8
Cc1ccc(C2c3cccn3-c3ccccc3CN2C(=O)c2cccnc2)cc1 (stereo not given),i

# All compounds of this part, repeating the preview:
SMILES,trophozoite growth
CNC1(c2nnnn2-c2ccc(OC)cc2)CCCCC1,11.8
Cc1ccc(C2c3cccn3-c3ccccc3CN2C(=O)c2cccnc2)cc1 (stereo not given),i
Cn1cc(C(=O)NCCC2=CCCCC2)c2cccnc21,i
Nc1cc(C2CCNCC2)[nH]n1,7.2
